DNA FID counter: fluorescent intercalator displacement, NS3 helicase counter-screen | DNA fluorescent intercalator displacement, fluorescence | inhibition, % at 7.9 µM | 290,000 compounds, 0.17% hits | AID 1845; in the data active = inhibition above about 37%;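 note: 0% = vehicle and 100% = reference compound; higher means more ethidium bromide displaced from hairpin DNA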
CRFBP-R2 agonist: CRF-BP/CRF-R2 complex agonism; 350,000 compounds, 0.46% hits; activation, % at 13.2 µM; HEK293 CRF-R2/CRF-BP, calcium dye fluorescence (FLIPR); percent of saturating CRF peptide response;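 active = activation of at least 50%, plus an integration ratio under a set limit after plate pattern correction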;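 note: plate controls were neutral control wells without compound for no effect and CRF at EC100 for full effect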
CRFR2-BP antag: CRF-BP/CRF-R2 complex antagonism | HEK293 CRF-R2/CRF-BP, CRF-induced calcium fluorescence | inhibition, % at 11.8 µM | 350,000 compounds, 0.59% hits | AID 588475;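 active = inhibition of the ligand-induced calcium signal above about 50% at the single tested concentration, limit read from the data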
GalR3 antag: human GalR3 antagonism; O60755; HEK293 GalR3-CNG cAMP membrane potential fluorescence; galR3 body fused to GalR1 C-terminus; inhibition, % at 3 µM; 360,000 compounds, 0.44% hits; AID 651719;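 active = inhibition above the screen-wide average plus 3 SD, cut at about 13% in these data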;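 note: forskolin and galanin both at EC90 stimulate the cells; cAMP rise reported by CNG channel membrane potential dye signal; 0% = forskolin plus galanin with DMSO and 100% = forskolin alone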
Target sequence (O60755 1-299 limits assumed): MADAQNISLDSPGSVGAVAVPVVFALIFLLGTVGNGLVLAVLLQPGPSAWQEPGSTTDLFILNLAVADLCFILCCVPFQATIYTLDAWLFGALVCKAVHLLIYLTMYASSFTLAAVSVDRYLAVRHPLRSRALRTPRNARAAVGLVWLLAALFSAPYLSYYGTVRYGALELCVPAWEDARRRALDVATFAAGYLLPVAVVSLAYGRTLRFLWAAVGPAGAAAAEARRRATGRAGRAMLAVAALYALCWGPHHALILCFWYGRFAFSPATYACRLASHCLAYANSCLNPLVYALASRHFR
SUMO HTRF inh: blocks human SUMOylation mediated by UBC9; P63279; HTRF SUMOylation assay, SAE1/SAE2 + UBC9, in vitro; inhibition, % at 35 µM; 290,000 compounds, 0.36% hits; AID 2006; in the data active = inhibition above about 50%, passing the limit was not always enough; note: strong numbers were not always called active
Target sequence (P63279 whole entry, looked up): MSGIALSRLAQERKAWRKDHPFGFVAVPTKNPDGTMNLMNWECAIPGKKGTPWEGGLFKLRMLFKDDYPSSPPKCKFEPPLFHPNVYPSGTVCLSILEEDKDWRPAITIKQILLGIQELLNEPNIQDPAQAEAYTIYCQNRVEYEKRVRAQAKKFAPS
MEKK2 mut-MEK5: signal of MEK5 binding to mutant human MEKK2 PB1 domain; bead flow cytometry, Alexa488-MEK5 binding to MEKK2 mutant; 290,000 compounds, 0.35% hits; percent response, % at 10 µM; in the data active = percent response above about 24%, passing the limit was not always enough; note: inactives centre near 1; some results filed as inactive read as strong as hits; reference of the scale not given here
MEKK2 WT-MEK5: raises or lowers MEK5 binding to wildtype human MEKK2 PB1 domain | bead flow cytometry, Alexa488-MEK5 binding to MEKK2 WT; actives lie on both sides | binding response (% of control), % at 10 µM | 290,000 compounds, 1.1% hits; in the data active = binding response below about 67% or above about 130%
NS3 helicase inh: HCV NS3 helicase inhibition. NS3 helicase DNA unwinding, Cy5 molecular beacon fluorescence. 290,000 compounds, 0.56% hits. AID 1800. inhibition, % at 10.9 µM;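 active = inhibition above the mean of all tested compounds plus 3 SD, set per campaign, cut at about 35% in these data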;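 note: 0% = DMSO wells and 100% = thioflavine S control wells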
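Test system: hepatitis C virus NS3 helicase domain fragment enzyme. Also added: annealed dual-labelled DNA beacon duplex, ATP-started. Timing: 60 min unwinding reaction at 25 °C after ATP addition. Technique: Cy5 fluorescence. Measure: % inhibition of unwinding.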
MEKK3 PB1 HTS: raises or lowers MEK5 binding to the human MEKK3 PB1 domain; binding response (% of control), % at 10 µM; AID 1529; bead-based flow cytometry, Alexa488-MEK5 binding to MEKK3; actives lie on both sides; 0 = blocked by unlabeled MEK5, 100 = vehicle; 290,000 compounds, 1.4% hits; Q99759;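 active = binding response more than 3 SD above or below the average of its plate-row segment, actives on both sides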;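 note: Alexa488 bead fluorescence after subtracting the streptavidin-only scavenger bead signal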
Target sequence (Q99759 whole entry, looked up, the tested form may be a part): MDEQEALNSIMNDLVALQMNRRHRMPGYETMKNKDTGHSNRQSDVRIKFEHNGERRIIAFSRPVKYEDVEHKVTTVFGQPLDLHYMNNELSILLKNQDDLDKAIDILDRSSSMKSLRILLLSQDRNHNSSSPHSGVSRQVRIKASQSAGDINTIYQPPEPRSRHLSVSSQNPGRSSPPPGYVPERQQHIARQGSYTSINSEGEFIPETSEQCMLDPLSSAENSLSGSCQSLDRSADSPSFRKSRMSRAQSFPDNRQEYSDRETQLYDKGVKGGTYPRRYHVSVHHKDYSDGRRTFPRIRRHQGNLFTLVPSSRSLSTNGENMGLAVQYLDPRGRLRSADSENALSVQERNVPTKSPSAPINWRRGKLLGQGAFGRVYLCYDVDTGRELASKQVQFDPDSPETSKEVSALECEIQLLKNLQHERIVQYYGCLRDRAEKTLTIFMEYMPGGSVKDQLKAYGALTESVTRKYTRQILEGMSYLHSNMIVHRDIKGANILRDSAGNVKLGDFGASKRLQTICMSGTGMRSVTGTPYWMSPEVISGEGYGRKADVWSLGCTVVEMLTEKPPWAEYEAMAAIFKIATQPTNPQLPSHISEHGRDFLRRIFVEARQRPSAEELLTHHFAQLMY
Starred values were filed as active, the others as inactive; . = no result given.

SMILES | DNA FID counter | CRFBP-R2 agonist | CRFR2-BP antag | GalR3 antag | SUMO HTRF inh | MEKK2 mut-MEK5 | MEKK2 WT-MEK5 | NS3 helicase inh | MEKK3 PB1 HTS
CCc1cc(C(=O)NNC(=S)Nc2cccc(C)c2)cs1 | -5.6 | -2.0 | 9.1 | -2.0 | -53.8 | -2.0 | 86.0 | -6.3 | 77.0
COc1ccc(C(=O)N/C=C/n2cnc3cc(C(F)(F)F)ccc32)cc1 | -19.1 | -1.4 | -16.5 | 2.0 | 14.8 | 0.0 | 106.0 | -7.6 | 105.0
C=CCNC(=S)Nc1ccc(C(N)=O)cc1 | 2.0 | -1.6 | 4.5 | -4.9 | 8.8 | -1.0 | 96.0 | -8.5 | 99.0
COc1ccccc1C(=O)Nc1cccc(S(=O)(=O)N2CCCC2)c1 | -15.6 | -2.2 | 1.1 | -3.5 | -1.1 | -15.0 | 94.0 | -4.2 | 90.0
CC1CCC(NC(=O)CC(C)(C)Cc2nc3ccccc3c(=O)[nH]2)CC1 (stereo unspecified) | -35.1 | -0.7 | -15.9 | -0.2 | 20.3 | -5.0 | 92.0 | -4.2 | 95.0
Cc1ccc(-c2ccc(/C=C(\C#N)C(N)=S)o2)c([N+](=O)[O-])c1 | 0.8 | -0.6 | -15.6 | -5.5 | 22.2 | -11.0 | 91.0 | 34.9 | 100.0
Cc1nc(NC(=O)c2cccs2)ccc1Br | -1.8 | -3.3 | -16.9 | -6.6 | 3.4 | -1.0 | 102.0 | -6.7 | 100.0
Cc1nnc(SCC(=O)N2CCc3ccccc3C2)s1 | -7.8 | -0.5 | 6.1 | -4.9 | 4.1 | -2.0 | 103.0 | 10.0 | 98.0
Cc1ccccc1OCC(=O)Nc1nnc(S(=O)(=O)N2CCCC2)s1 | -35.4 | 0.0 | -9.3 | -0.6 | 7.1 | -5.0 | 89.0 | -13.9 | 93.0
NC(=O)C1CCN(CC(O)COCc2ccccc2Cl)CC1 (stereo unspecified) | -0.7 | 1.8 | 16.4 | -6.7 | 6.1 | 2.0 | 107.0 | 0.3 | 104.0
COc1ccc(NC(=O)c2cc(-c3cccnc3)nc3ccc(C)cc23)cc1OC | -3.0 | 0.3 | -9.7 | -3.7 | 0.5 | 5.0 | 110.0 | -0.7 | 104.0
Cc1ccc(S(=O)(=O)NCCC(=O)NCc2cccnc2)cc1 | -3.2 | -0.3 | 9.8 | -3.5 | 8.2 | 3.0 | 98.0 | 5.4 | 95.0
O=C(NCc1ccncc1)c1ccc(Br)o1 | -1.5 | 5.3 | -17.4 | -7.6 | 12.7 | 2.0 | 99.0 | -0.2 | 100.0
COc1cccc(OCC(=O)Nc2cc(NC(=O)COc3cccc(OC)c3)cc(C(=O)O)c2)c1 | -30.0 | -0.3 | -1.5 | -11.6 | 7.0 | 1.0 | 102.0 | 17.7 | 100.0
CCCCCCCCNc1nc(Cl)nc(NCCN2CCOCC2)n1 | 3.8 | 0.0 | -9.5 | -1.0 | -5.4 | 0.0 | 105.0 | -17.1 | 103.0
Brc1cccc(-c2nnc3sc(CNC4CCCC4)cn23)c1 | 4.6 | 1.2 | 13.4 | 3.4 | 20.7 | 3.0 | 103.0 | 2.2 | 99.0
Cc1nc2sc3c(c2c(=O)o1)CCCC3 | 4.0 | 0.2 | -7.5 | -0.7 | -22.7 | -10.0 | 90.0 | 8.8 | 93.0
Cc1c(C(=O)NN)nn(-c2ccc(F)cc2)c(=O)c1C#N | -9.6 | -0.1 | 4.3 | -5.6 | 1.9 | 0.0 | 104.0 | 3.4 | 102.0
Cc1noc(C)c1S(=O)(=O)N1CCC(C(=O)Nc2ccccn2)CC1 | -12.6 | -1.7 | 1.5 | -0.5 | 10.4 | 3.0 | 103.0 | 5.3 | 104.0
c1ccc(Oc2cnc3ccccc3n2)cc1 | -12.6 | 0.3 | -2.1 | 2.3 | 24.7 | 0.0 | 103.0 | 3.8 | 106.0
COc1ccc2nc(SCC(=O)N3CCCCCC3)c(C#N)cc2c1 | -13.0 | 9.9 | 22.9 | 2.0 | 28.1 | 0.0 | 98.0 | -0.6 | 102.0
Cc1cc(C(F)(F)F)n2ncc(C(=O)O)c2n1 | . | 3.2 | 5.1 | 3.2 | -10.4 | 1.0 | 107.0 | . | 105.0
Brc1ccc2ncnc(Nc3cccc4ccccc34)c2c1 | -14.9 | 2.3 | -53.6 | -8.1 | 15.7 | 1.0 | 97.0 | -10.1 | 101.0
Cc1ccc(CCN2CC(C(=O)NCCCN3CCCCC3)CC2=O)cc1 (stereo unspecified) | 4.6 | 2.8 | 21.0 | 11.6 | . | 7.0 | 110.0 | 6.8 | 106.0

Reformatted: entries from further up
SMILES: CC1CCC(NC(=O)CC(C)(C)Cc2nc3ccccc3c(=O)[nH]2)CC1 (stereo unspecified)
  DNA FID counter = -35.1	CRFBP-R2 agonist = -0.7	CRFR2-BP antag = -15.9	GalR3 antag = -0.2	SUMO HTRF inh = 20.3	MEKK2 mut-MEK5 = -5.0	MEKK2 WT-MEK5 = 92.0	NS3 helicase inh = -4.2	MEKK3 PB1 HTS = 95.0

SMILES: COc1ccccc1C(=O)Nc1cccc(S(=O)(=O)N2CCCC2)c1
  DNA FID counter = -15.6	CRFBP-R2 agonist = -2.2	CRFR2-BP antag = 1.1	GalR3 antag = -3.5	SUMO HTRF inh = -1.1	MEKK2 mut-MEK5 = -15.0	MEKK2 WT-MEK5 = 94.0	NS3 helicase inh = -4.2	MEKK3 PB1 HTS = 90.0

Continued:
SMILES | DNA FID counter | CRFBP-R2 agonist | CRFR2-BP antag | GalR3 antag | SUMO HTRF inh | MEKK2 mut-MEK5 | MEKK2 WT-MEK5 | NS3 helicase inh | MEKK3 PB1 HTS
CSc1sc(-c2ccnc(SCC(=O)C(C)(C)C)n2)c2c1C(=O)CC(C)(C)C2 | -21.6 | -0.1 | 2.9 | -4.7 | 14.8 | 14.0 | 92.0 | 56.4* | 118.0
O=[N+]([O-])/C(=C\Nc1ccccc1Cl)S(=O)(=O)c1ccccc1 | -1.4 | . | . | . | 13.3 | 1.0 | 103.0 | 10.6 | 102.0
CN(CCC1CCCCO1)Cc1cn(C)nc1-c1ccc2c(c1)OCCO2 (stereo unspecified) | 2.7 | 0.9 | -4.0 | -2.0 | 11.4 | -1.0 | 103.0 | -5.1 | 113.0
CCc1nnc(NC(=O)[C@@H](NC(=O)c2cccc(C)c2)C(C)C)s1 | -26.0 | 0.8 | -79.6 | -5.9 | -9.8 | 5.0 | 107.0 | -7.4 | 101.0
CCOc1ccccc1N1CCN(Cc2ccc(OC)c(OC)c2)CC1 | 13.0 | 0.3 | -42.9 | -6.5 | 12.8 | -5.0 | 95.0 | -4.6 | 96.0
O=C(CSc1ncccn1)Nc1ccccc1 | 3.0 | 0.4 | 11.3 | -5.1 | 2.5 | 7.0 | 107.0 | 0.2 | 105.0
COc1ccc(/C=N/N2CCOCC2)cc1COc1ccc(Cl)cc1 | 2.5 | 2.3 | -14.3 | -10.7 | -11.3 | -2.0 | 101.0 | -8.1 | 98.0
N/C(=N\OC(=O)CCCOc1ccc(Cl)cc1Cl)c1ccccn1 | -23.8 | -0.4 | -1.4 | 0.5 | 13.3 | 2.0 | 102.0 | -0.9 | 104.0
CCOC(=O)N1CCN(C(=O)c2ccc3nc(N4CCCCC4)sc3c2)CC1 | -29.2 | -1.8 | 9.0 | -2.7 | 17.3 | 5.0 | 98.0 | -9.7 | 100.0
COCCNC(=O)[C@@H]1CSC2c3ccccc3C(=O)N21 (stereo partly specified) | -14.8 | 0.5 | -0.3 | 1.9 | 4.8 | -6.0 | 89.0 | 5.4 | 88.0
Cc1noc(C)c1CC(=O)N1CCCC(C(=O)c2ccc(C(C)(C)C)cc2)C1 (stereo unspecified) | -31.3 | 0.2 | -24.3 | -1.2 | 8.2 | 8.0 | 104.0 | -0.7 | 104.0
O=C(CC1C(=O)NCCN1C(=O)c1ccc([N+](=O)[O-])cc1)Nc1cccc(Cl)c1 (stereo unspecified) | -1.0 | 0.1 | -1.9 | -3.5 | 13.3 | 1.0 | 102.0 | -5.9 | 102.0
C=CCN1C(=O)C(CCCC)NC1=S (stereo unspecified) | -2.4 | -3.7 | 1.6 | 0.3 | -5.6 | 1.0 | 101.0 | 0.2 | 97.0
COCCNC(=O)c1c(N)n(CCC2=CCCCC2)c2nc3ccccc3nc12 | -15.7 | 15.0 | -16.0 | -4.5 | 89.4 | 1.0 | 100.0 | -1.3 | 102.0
Fc1ccc(Nc2nc(-c3ccncc3)nc3ccccc23)cc1F | 5.3 | -1.9 | -19.2 | -3.4 | -5.8 | -16.0 | 89.0 | -5.5 | 83.0
CC(NC(=O)c1ccc2c(c1)OCO2)c1ccccc1 (stereo unspecified) | -3.7 | 0.3 | -0.8 | -7.8 | -0.8 | -4.0 | 98.0 | 3.0 | 99.0
Cc1occc1C(=O)Nc1ccc(S(N)(=O)=O)cc1 | -0.5 | 0.6 | 10.7 | -4.4 | 17.8 | 2.0 | 101.0 | 6.6 | 101.0
CN(c1ccccc1)P(=O)(N(C)c1ccccc1)N(C)c1ccccc1 | -22.3 | -6.0 | 11.5 | -13.7 | -6.9 | -9.0 | 92.0 | -11.9 | 94.0
CCOC(=O)C1CCCN(C(=O)C2CCN(S(=O)(=O)CC)CC2)C1 (stereo unspecified) | -6.5 | -1.1 | 12.6 | -1.6 | 16.3 | 6.0 | 104.0 | 5.7 | 102.0
O=C(Nc1ccc(Cl)cc1)C(c1ccccc1)N(CCO)CCO (stereo unspecified) | -5.3 | -3.0 | 19.4 | 0.1 | 3.0 | -4.0 | 95.0 | 3.6 | 97.0
Cn1cc(CC(=O)NCCCN2CCOCC2)c2ccccc21 | 6.2 | -0.9 | -4.7 | -3.8 | 4.8 | -2.0 | 87.0 | 8.6 | 96.0
COc1ccc(F)cc1S(=O)(=O)NCCCn1ccnc1 | 3.8 | -0.4 | -3.4 | -7.4 | 5.9 | 3.0 | 101.0 | -2.5 | 102.0
O=C(NNC(=S)Nc1ccccc1Cl)C1CC1 | 2.3 | -0.9 | -12.8 | -2.4 | -3.9 | 15.0 | 106.0 | 2.0 | 103.0
CC1CCCN(C(=O)C(C)Sc2nc(-c3ccccc3)cc(C(F)(F)F)n2)C1 (stereo unspecified) | -27.3 | 1.1 | 1.5 | -2.2 | -1.4 | -3.0 | 87.0 | 5.6 | 90.0
COc1ccccc1N1CCN(C(=O)CCCCn2c(=O)[nH]c3ccsc3c2=O)CC1 | . | -0.4 | 17.8 | . | 8.5 | 18.0 | 117.0 | . | 116.0
CCCCN1C(=O)c2ccc(C(=O)Nc3ccccc3N3CCOCC3)cc2C1=O | -0.7 | 0.3 | -23.7 | -2.0 | 20.3 | -15.0 | 77.0 | 13.4 | 84.0
O=c1[nH]c(SCc2cccc([N+](=O)[O-])c2)nc2[nH]ncc12 | 2.8 | -2.2 | 0.4 | -1.3 | 2.0 | -1.0 | 101.0 | -8.1 | 100.0
CC(C)N1CCC(N2CCN(Cc3ccc(Oc4ncccn4)cc3)CC2CCO)CC1 (stereo unspecified) | 6.5 | 0.7 | -1.5 | -1.1 | 21.5 | -15.0 | 84.0 | 7.3 | 82.0
COC(=O)c1cc(S(=O)(=O)NCc2cc(OC)c(OC)c(OC)c2)cn1C | -6.1 | -0.5 | 6.9 | -6.9 | 3.8 | 0.0 | 103.0 | 2.1 | 99.0
c1ccc(Cc2noc(CN3CCCC(CN4CCOCC4)C3)n2)cc1 (stereo unspecified) | -4.3 | -0.8 | 13.8 | 0.5 | 7.8 | -2.0 | 102.0 | -2.0 | 104.0
CCOC(=O)c1sc(NC(=O)c2ccco2)nc1C | . | 0.5 | -15.6 | -1.9 | 12.8 | 1.0 | 95.0 | . | 94.0

High-throughput results as filed in PubChem.

Not all compounds are listed; the hit share may differ from the screen's.
